S3 lipid droplet = qHTS Assay for Lipid Storage Modulators in Drosophila S3 Cells | hit rate 0.64% among 320,000 | AID 2685 | Potency in µM for hits, for the others lipid storage change, negative = inhibition, % at the top dose, mostly 46.1 µM | Drosophila S3 cells, BODIPY lipid droplet fluorescence, 18-24 h; cells fed with added oleic acid; active = well fitted inhibition curve with a large enough effect in the signal ratio, with a control signal flat, not every such curve was filed as active; inconclusive = small, poorly fitted or top-dose-only effect, or effect the other way, or a change in a side signal; the % refers to the signal ratio
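Drosophila S3 cells loaded with oleic acid (400 uM, as added) and compounds at several concentrations; lipid droplets imaged by 488-nm laser-scanning cytometry, 500–530 nm intensity and object ratio to cell channel. Percent activity normalized to 20 uM Triacsin C.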
S3 lipid droplet cell count max = further read-out of S3 lipid droplet, marked with its call; cell number change, %; measured here: cell count max response;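 cells counted by Cell Tracker Red CMTPX staining in the red channel; peak over a dose series mostly up to 46.1 µM; percent activity relative to internal control wells on each plate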
* = called active by the depositor; i = inactive; ? = inconclusive; nt = not tested or not shown. % is scaled to controls: 0 for no effect and ±100 for the full control effect; potency is read from the fitted curve at half-maximal effect.

SMILES,S3 lipid droplet cell count max,S3 lipid droplet
O=C(Nn1c(C2CCCCC2)nc2ccccc2c1=O)c1ccc(Cl)c([N+](=O)[O-])c1,nt,?
CC(C)NC(=O)c1cc(-c2ccc(Br)cc2)on1,nt,?
O=C(c1ccccc1)c1ccc(C(=O)N2CCN(c3ccccc3Cl)CC2)cc1,nt,?
Cc1ccc(Nc2cc(-n3nc(C)cc3C)ncn2)c(C)c1,nt,?
COc1ccc(OC)c(NC(=O)c2cccc(N3C(=O)C4C5C=CC(C6CC56)C4C3=O)c2)c1 (stereo unspecified),nt,?
COc1ccccc1CNC(=O)c1cc(C)nc2ccccc12,nt,?
CCOC(=O)c1ccc(N2C(=O)C(CC(=O)NC)N(CCc3ccc(OC)c(OC)c3)C2=S)cc1 (stereo unspecified),nt,?
COc1ccc(C)cc1NC(=O)NC(C)c1ccc2c(c1)OCO2 (stereo unspecified),nt,?
COc1ccc(C(=O)N2C(=O)c3ccc(N)cc3C2=O)cc1,3,21%
O=C(NCC1CCCO1)c1cc2cc(F)ccc2[nH]1 (stereo unspecified),-1,12%
COc1ccc(C/C(N)=N/OC(=O)c2cccs2)cc1,19,10%
COc1ccc(NC(=O)CCn2cc(C)c3ccccc32)cc1,3,10%
CCC(CC)=NNC(=O)c1ccccc1OCc1ccc(F)cc1,5,22%
CCN(CC)CCSc1nnc2c3ccccc3n(Cc3ccccc3)c2n1,nt,?
O=C(CNC(=O)c1ccco1)OCc1cccc(Cl)c1,nt,?
Cc1cc(NC(=O)/C=C/c2ccccc2Cl)no1,nt,?
O=C(NCc1ccc(F)cc1)c1cccc(NC2=NC3CS(=O)(=O)CC3S2)c1 (stereo unspecified),nt,?
CC(C)(C)c1ccc(C(=O)NCCCn2ccnc2)cc1,0,i
C=CCc1ccc(OCCCCCN2CCOCC2)c(OC)c1,-20,-20%
COCCNC(=O)CN1N=C(c2ccc(C)cc2)CCC1=O,-1,25%

Some of these compounds in order of their number in S3 lipid droplet cell count max, highest first.
mol,S3 lipid droplet cell count max
CCC(CC)=NNC(=O)c1ccccc1OCc1ccc(F)cc1,5
CC(C)(C)c1ccc(C(=O)NCCCn2ccnc2)cc1,0
O=C(NCC1CCCO1)c1cc2cc(F)ccc2[nH]1 (stereo unspecified),-1
C=CCc1ccc(OCCCCCN2CCOCC2)c(OC)c1,-20

New compounds follow.
SMILES,S3 lipid droplet cell count max,S3 lipid droplet
Cc1nn(C(C)C(=O)NCc2ccccc2)c(C)c1[N+](=O)[O-] (stereo unspecified),-11,2%
CCOC(=O)C1CCN(C(=O)c2sccc2Cl)CC1,1,5%
N#Cc1ccccc1Cn1c(=O)n(-c2ccc(CC(=O)NCc3ccco3)cc2)c(=O)c2sccc21,nt,?
CCOC(=O)c1ccc(CSc2ncn[nH]2)o1,10,i
CC(=O)c1cnc2cc(-c3ccc(Cl)cc3)nn2c1C,nt,?
CC(C)N(C(=O)c1ccccc1-c1ccccc1)C(C)C,nt,?
CCN(CC(=O)NCc1ccc(Cl)cc1)S(=O)(=O)c1ccc(NC(C)=O)cc1,nt,?
O=C(Nc1cc2c3c(c1)CC(=O)N3CCC2)c1ccccc1F,nt,?
COc1ccc(C2CC(c3cccs3)=NN2C(=O)c2ccc(Br)o2)cc1 (stereo unspecified),nt,?
COc1ccc(C2(C)NC(=O)N(CC(=O)Nc3ccc(Br)cc3F)C2=O)cc1OC (stereo unspecified),nt,?
COc1ccc(-c2cc3ccccc3n2CC(O)CN2CCC(C)CC2)cc1 (stereo unspecified),nt,?
O=C(CCCCCn1c(=S)[nH]c2ccc(N3CCOCC3)cc2c1=O)NCc1ccccc1Cl,nt,?
O=c1c(Cc2ccccc2)c(O)c2cccc3c4c(n1c23)CCCC4,nt,-4%
O=C(CN1C(=O)NC(c2ccccc2)(c2ccccc2)C1=O)NCc1cccs1,nt,?
Cc1cc(F)ccc1S(=O)(=O)Nc1ncnc2scc(-c3ccc(F)cc3)c12,nt,?
COc1ccc(COC(=O)Nc2cc3c(C(F)(F)F)nn(C)c3s2)cc1,nt,?
Cc1cc(/C=N/N2CCN(C)CC2)c(C)n1-c1ccc(Cl)cc1,4,6%
CCCCSc1nc2c(c(=O)n1CC)SC(C)C2 (stereo unspecified),nt,i
Cc1cc(C)cc(OCc2nc(-c3cccnc3)no2)c1,-7,5%
O=C(NC1CC1)C1CCN(Cc2cnn(-c3ccccc3)c2-n2cccc2)CC1,11,1%
CNC(=O)N1c2ccccc2CCc2ccccc21,10,8%
CCCCn1c(N)c(N(CC(C)C)C(=O)c2ccc3c(c2)NC(=O)C(C)S3)c(=O)[nH]c1=O (stereo unspecified),nt,21%
Cn1cc(Br)c(-c2cccc(N3C(=O)CCCC3=O)c2)n1,nt,?
Cc1csc(NC(=O)Cc2ccccc2[N+](=O)[O-])n1,17,22%
FC(F)(F)c1nc(N2CCN(c3ccccc3)CC2)nc2c1CCCCC2,nt,?
Cc1ccc(CN2CCC(C(=O)Nc3ccc(Oc4cccnc4)cc3)CC2)cc1,nt,?
O=[N+]([O-])c1ccc2nc(SCc3cn4cc(Cl)ccc4n3)[nH]c2c1,nt,?
CC1CC(C)CN(C(=O)CSc2nnc(-c3ccc(Cl)s3)o2)C1 (stereo unspecified),1,0%
CCCCOc1ccc(C(=O)N2CCN(c3ncccn3)CC2)cc1,nt,?
COc1cc(C(=O)Oc2ccccc2N)cc(OC)c1OC,-3,i
CC1CC(C)CN(S(=O)(=O)c2ccc(C(=O)N3CCOCC3)cc2)C1 (stereo unspecified),nt,?
O=c1c2ccccc2c(C=Nc2cccc(S(=O)(=O)NC3=NCCCCC3)c2)c(O)n1Cc1ccccc1,nt,?
COc1c(Br)cc([N+](=O)[O-])c(OC)c1C(=O)NC(=O)Nc1c(Cl)cccc1Cl,9,0%
Cc1cccc(NC(=O)C2Cc3ccccc3O/C2=N\O)c1 (stereo unspecified),16,i
N=C(N)c1ccc(/C=C/c2ccc(C(=N)N)cc2O)cc1,nt,?
Cc1cc(C)c2sc(NC(=O)CN3C(=O)CCC3=O)nc2c1,-6,17%
CC(=O)Nc1ccc(N(C(=O)CNC(=O)c2ccco2)C(C(=O)NCc2ccco2)c2ccccc2F)cc1 (stereo unspecified),4,8%
CN1c2ccccc2C(O)=C(C(=S)Nc2ccccc2)S1(=O)=O,nt,?
COc1ccc(NC(=O)C2(S(=O)(=O)c3ccc(C)cc3)CC2)cc1,-27,i
COc1ccc(C(=O)N/N=C/c2ccc(OC)c(COc3ccc(F)cc3)c2)cc1,nt,?
CCCOc1ccc(C(=O)CCN2CCN(C(=O)OCC)CC2)cc1,nt,?
COc1cccc(CNc2cc(C)ccn2)c1O,1,5%
CCOC(=O)c1c(NC(=O)C2CCN(S(=O)(=O)c3cccs3)CC2)sc(C)c1C,nt,?
Cc1cc(=O)oc2cc(NC(=O)c3c(Cl)cnn3C)ccc12,nt,?
Cc1cc(/C=N/NC(=O)C(O)(c2ccccc2)c2ccccc2)c(C)n1-c1cccc(C(=O)O)c1,0,0%
Cc1ccccc1NC(=O)CSc1nc(COc2ccccc2)nc2ccccc12,-12,1%
COC(=O)C(NC(C)=O)(Nc1nc2ccc(C)cc2s1)C(F)(F)F (stereo unspecified),nt,?
Cc1ccccc1NCC(=O)N/N=C\c1ccc([N+](=O)[O-])s1,-26,-19%
CCn1c(C)[n+](CCOC(C)=O)c2cc(Cl)c(Cl)cc21,9,-4%
CCC(C)(C)C1CCC(NC(=O)N2CCN(c3ccccc3O)CC2)CC1 (stereo unspecified),nt,?
Cn1ncc(Cl)c1C(=O)N1CCN(c2cccc(Cl)c2)CC1,nt,?
CCOc1ccc2[nH]cc(C(=O)NCc3ccc(F)cc3)c(=O)c2c1,nt,?
Cc1nnc(SCC(=O)NC2CCS(=O)(=O)C2)n1Cc1ccccc1 (stereo unspecified),0,-1%
CCOC(=O)c1nnc(-c2ccccc2)o1,nt,?
CC(=O)c1nc2ccccc2n1Cc1ccccc1,0,6%
CC(=O)N1CCc2cc(S(=O)(=O)NCCC(=O)N3CCN(Cc4ccccc4)CC3)ccc21,-11,23%
CC1Cc2cc(/C(O)=C3/C(=O)C(=O)N(CC4CCCO4)C3c3ccco3)ccc2O1 (stereo unspecified),9,9%
CCOCC(=O)Nc1ccc2c(c1)OCCO2,nt,?
O=c1c2cc(Br)ccc2nc2n1CCCCC2,13,-1%
CCCN(CCO)Cc1cccc(Cl)c1,nt,?

(list continues)
SMILES,S3 lipid droplet cell count max,S3 lipid droplet
CCNC(=O)NC(=O)C(C)SCc1ccccc1C (stereo unspecified),5,1%
COc1ccc(S(=O)(=O)N(Cc2ccco2)Cc2cc3ccccc3[nH]c2=O)cc1,nt,?
COc1cc(NS(=O)(=O)c2ccc(NC(=O)C3CCCO3)cc2)nc(OC)n1 (stereo unspecified),-11,4%
CCOc1ccc(Cn2c3ccc(OC)cc3c3nc4ccccc4nc32)cc1,nt,?
O=C(NCCN1CCCCC1)c1ccc(=O)oc1,nt,?
Cc1ccc(/C=C/C(O)=C2/C(=O)N(C)C3(C)CC2c2ccccc2O3)cc1 (stereo unspecified),nt,?
c1nnc(NC2=NCCC2)s1,nt,?
CCc1ccccc1-n1c(-c2ccncc2)n[nH]c1=S,nt,?
O=C(Nc1ccccc1N1CCOCC1)c1cc2c(s1)CCCCC2,nt,?
O=C(Nc1nccs1)c1cc(-c2ccccc2)nc2ccccc12,nt,?
Cc1ccccc1-n1nnnc1SCC(C)C,nt,i
C/C(=N\NC(=O)c1ccccc1)c1ccc2c(c1)OCO2,nt,?
COc1cc(N)c(Cl)cc1C(=O)OCC(=O)c1cccs1,nt,?
Cn1nnnc1SCCOc1ccc(C#N)cc1,nt,?
COC(=O)C1CCN(C(=O)c2oc3c(Cl)cc(C)cc3c2C)CC1,nt,?
O=C(NCCC1=CCCCC1)c1ccc(F)cc1,nt,?
COc1ccc(C(=O)CSC#N)cc1OC,nt,?
CCc1c(C2(O)CCCCC2)[nH]c2ncccc12,nt,?
O=C(OC[C@H]1O[C@@H](OC(=O)c2cc(O)c(O)c(OC(=O)c3cc(O)c(O)c(O)c3)c2)[C@H](OC(=O)c2cc(O)c(O)c(OC(=O)c3cc(O)c(O)c(O)c3)c2)[C@@H](OC(=O)c2cc(O)c(O)c(OC(=O)c3cc(O)c(O)c(O)c3)c2)[C@@H]1OC(=O)c1cc(O)c(O)c(OC(=O)c2cc(O)c(O)c(O)c2)c1)c1cc(O)c(O)c(OC(=O)c2cc(O)c(O)c(O)c2)c1,nt,?
CN(C)c1cccc(C(=O)NNC(=O)CSc2ccccc2)c1,nt,?

Whole records from above:
`COc1cccc(CNc2cc(C)ccn2)c1O` across the screens: S3 lipid droplet cell count max: 1; S3 lipid droplet: 5%
`Cc1cc(C)cc(OCc2nc(-c3cccnc3)no2)c1` across the screens: S3 lipid droplet cell count max: -7; S3 lipid droplet: 5%

(next part)
SMILES,S3 lipid droplet cell count max,S3 lipid droplet
C=CCOc1ccccc1/C=N/n1nnnc1N,nt,?
COc1cc(C2CC(=O)Nc3ccccc3S2)cc(OC)c1OC (stereo unspecified),nt,?
CC(C)Cn1c(CCCNC(=O)c2ccco2)nc2ccccc21,nt,i
COc1ccc(C(=O)Nc2c3c(nn2-c2ccc([N+](=O)[O-])cc2)CS(=O)(=O)C3)cc1,-2,i
O=C(CSc1ccc2c(c1)OCCO2)Nc1cccc(S(=O)(=O)N2CCCCC2)c1,nt,?
O=C(Nc1ccc(-c2noc(COc3ccccc3Cl)n2)cc1)c1ccco1,nt,?
Cc1nnc2sc(SCC(=O)Nc3nccs3)nn2c1=O,nt,21%
CC(=O)CSc1ccc(-c2nc3cc(C)c(C)cc3[nH]2)cn1,4,-3%
COc1ccc(N2C(=O)CC(N3CCN(c4ccccc4)CC3)C2=O)cc1 (stereo unspecified),10,i
CC[n+]1c(/C=C/N(C)c2ccccc2)n(-c2ccccc2)c2ccc(-c3nc4ccccc4s3)cc21,nt,?
O=[N+]([O-])c1cc(S(=O)(=O)Nc2ccccc2)ccc1NCc1ccccc1,-1,-6%
CCOc1ccc2c(c1)C(NC(C)=O)C(=O)N2CCN1CCOCC1 (stereo unspecified),-24,i
Cc1ccsc1C(=O)N1CCCC(C(=O)c2cc(F)ccc2F)C1 (stereo unspecified),nt,?
Cc1cc(NC(=O)c2cc3ccccc3o2)ccc1NC(=O)c1ccccc1,nt,?
COc1ccc(CCNCC(O)COc2c(C)cccc2C)cc1OC (stereo unspecified),15,9%

Two records drawn at random from those above:
SMILES,S3 lipid droplet cell count max,S3 lipid droplet
O=[N+]([O-])c1cc(S(=O)(=O)Nc2ccccc2)ccc1NCc1ccccc1,-1,-6%
COc1cc(C2CC(=O)Nc3ccccc3S2)cc(OC)c1OC (stereo unspecified),nt,?

Only part of the results is shown. The share of hits here may be higher or lower than overall.
